H9c2 protect = myocardial damage modulation in H9c2 cells; H9c2 cardiomyocytes, H2O2 injury protection, ATPLite, 2 h; protection from H2O2 cell death, % at 20 µM; AID 588492; 0.63% of 360,000 active;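 active = compounds giving at least 50% protection of heart cells from peroxide-induced death in the single-dose screen, raw or plate-pattern-corrected value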;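 note: 0% = DMSO wells with peroxide and 100% = DMSO wells without peroxide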
m5-HT2A agonist = agonists of mouse serotonin 5-HT2A receptor (HTR2A); AID 624169; activation, % at 7.6 µM; CHO-K1 mHTR2A beta-arrestin complementation, luminescence; percent of 30 µM serotonin response; 0.66% of 360,000 active;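 active = activation above a run cutoff, the mean activation of all tested compounds plus 3 SD, cut at about 14% in these data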;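 note: 0% = plate median of compound wells and 100% = 30 µM serotonin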
Target sequence (P35363 whole entry, looked up): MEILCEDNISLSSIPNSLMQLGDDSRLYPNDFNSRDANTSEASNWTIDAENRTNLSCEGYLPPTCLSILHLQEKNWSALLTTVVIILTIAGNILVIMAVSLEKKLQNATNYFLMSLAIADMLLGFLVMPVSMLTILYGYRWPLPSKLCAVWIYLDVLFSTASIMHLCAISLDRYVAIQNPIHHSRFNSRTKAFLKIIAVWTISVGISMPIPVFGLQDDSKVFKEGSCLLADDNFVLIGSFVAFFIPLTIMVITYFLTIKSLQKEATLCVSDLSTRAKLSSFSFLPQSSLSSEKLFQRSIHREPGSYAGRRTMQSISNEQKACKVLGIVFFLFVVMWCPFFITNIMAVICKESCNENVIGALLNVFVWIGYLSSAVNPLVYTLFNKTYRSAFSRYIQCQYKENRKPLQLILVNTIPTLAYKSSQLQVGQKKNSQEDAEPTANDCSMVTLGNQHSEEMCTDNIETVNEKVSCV
aDG glyco up = increases alpha dystroglycan glycosylation; Pro5-aDG cells, alpha-DG glycosylation AlphaScreen (IIH6); 0% Pro5, 100% B10-LARGE cell signal; activation, % at 10 µM; 0.22% of 360,000 active; AID 624168;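 active = activation of at least 8% versus controls, or a plate z-score of at least 8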;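 note: Pro5 are CHO cells carrying HIG-tagged alpha-DG that lacks glycosylation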
ABHD5-PLIN5 inh = ABHD5-PLIN5 protein interaction inhibition; Q00G26+Q8WTS1; Split G. princeps luciferase complementation, luminescence, 4 h; inhibition, % at 4 µM; 0.78% of 360,000 active; AID 602281;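 active = inhibition above the mean inhibition across every tested compound plus 3 SD, cut at about 22% in these data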;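 note: 0% = DMSO only wells and the 100% control is not disclosed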
MC4R barr agon = agonists of human melanocortin 4 receptor (MC4R) beta-arrestin; 0.98% of 360,000 active; U2OS MC4R beta-arrestin complementation, luminescence; percent of melanotan II response, DMSO zero; P32245; activation, % at 8.9 µM;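 active = activation above a per-plate cutoff, the mean activation of sample wells on that plate plus 3 SD, cut at about 8% in these data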
Target sequence (P32245 whole entry, looked up): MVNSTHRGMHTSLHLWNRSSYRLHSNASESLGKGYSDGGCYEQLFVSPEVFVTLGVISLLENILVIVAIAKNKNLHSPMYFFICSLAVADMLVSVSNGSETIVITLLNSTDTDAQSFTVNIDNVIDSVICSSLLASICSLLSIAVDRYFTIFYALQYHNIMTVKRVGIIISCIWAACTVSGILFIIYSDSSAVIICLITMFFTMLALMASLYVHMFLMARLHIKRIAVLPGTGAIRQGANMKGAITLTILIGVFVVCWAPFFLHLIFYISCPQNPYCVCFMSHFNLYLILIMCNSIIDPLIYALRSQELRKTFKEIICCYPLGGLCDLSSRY
Glyco luc inh = blocks N-linked glycosylation in D54 reporter cells; D54 ERlucT glycosylation luciferase reporter, 24 h; percent of 100 nM tunicamycin response; reporter increase, % at 12.5 µM; 0.23% of 360,000 active; AID 588692;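 active = mean luciferase reporter signal, scaled so untreated is 0 and the glycosylation-blocking control 100, at or above a set limit in every replicate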;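 note: luciferase carries N-glycosylation sites so blocking glycosylation raises the light; 0% = median of neutral control wells and 100% = median of 100 nM tunicamycin wells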
iPSC survival up = hiPSC single-cell survival enhancement | 0.044% of 360,000 active | survival enhancement, % at 20 µM | ATPlite luminescence; 100% = ROCK inhibitor wells, 0% = DMSO; in the data active = survival enhancement above about 18%;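 note: cells exposed to compounds for 16 hours before the ATP read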
MC4R antagonist = antagonists of human melanocortin 4 receptor (MC4R); P32245; MC4R-expressing cells, MTII-stimulated cAMP, LANCE TR-FRET; inhibition, % at 6.5 µM; 0.48% of 360,000 active;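 active = inhibition above its plate's cutoff, the mean of tested wells on that plate plus 3 SD, cut at about 29% in these data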;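 note: 0% = Melanotan II alone and 100% = Melanotan II plus saturating MCL0020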
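system = U2OS cells with stable human MC4R expression | also added = Melanotan II challenge after compound preincubation | dosing = one concentration, 6.5 µM nominal | incubation = compound 30 min, challenge 1 h, detection 1 h | measured by = TR-FRET with Eu-cAMP and labeled anti-cAMP, 671 nm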
Granule exo inh = blocks lytic granule exocytosis; TALL-104 LAMP-1 surface exposure, flow cytometry; cells stimulated with thapsigargin and PMA; 0.66% of 360,000 active; inhibition, % at 10 µM;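 active = inhibition above about 55%, limit read from the data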
ABCB6 inh MLPCN = blocks the human ABCB6 transporter; Q9NP58; K562-ABCB6 porphyrin accumulation, flow cytometry, 1 h; hits give low values; fluorescence ratio to DMSO, % at 10 µM; 0.19% of 360,000 active; AID 602162;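 active = fluorescence ratio to DMSO below 75%, the collection mean minus 3 SD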;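 note: signal is porphyrin accumulated inside mitochondria; 100% equals median channel fluorescence of DMSO control wells; lower ratio means ABCB6 inhibition with less porphyrin fluorescence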
An asterisk follows results filed as active; . = no result given. Only part of the results is shown; count on the stated rates, not on these rows.

no.	Structure	Granule exo inh	iPSC survival up	ABCB6 inh MLPCN	ABHD5-PLIN5 inh	H9c2 protect	MC4R antagonist	m5-HT2A agonist	aDG glyco up	Glyco luc inh	MC4R barr agon
1	CNCC(O)c1cccc(OC(=O)c2ccccc2C)c1 (configuration not stated)	1	-4.6	103	-2	-3	-2	-2	0.0	-4	0.1
2	COC(=O)C1=C(c2ccc(F)cc2F)C[C@@H]2CC[C@H]1N2C(=O)N1CCC(O)CC1	7	-1.1	96	-1	5	-4	7	1.4	2	1.5
3	C[C@@H]1O[C@@H](O[C@H]2C[C@@H](O)[C@]3(CO)[C@H]4[C@H](O)C[C@]5(C)[C@@H](C6COC(=O)C6)CC[C@]5(O)[C@@H]4CC[C@]3(O)C2)[C@H](O)[C@H](O)[C@H]1O (some centres not stated)	4	-3.3	103	-2	-9	6	9	-0.1	-19	24*
4	CC(=O)c1ccc(OCCCC(=O)Nc2ccc(Cl)c(S(=O)(=O)N3CCOCC3)c2)cc1	-5	-0.2	93	3	-6	11	-4	0.4	-5	-1.0
5	O=C1CC(c2cccnc2)=NN1c1ccc(Cl)cc1Cl	4	2.9	157	23*	7	15	2	-0.3	0	-0.1
6	Cc1cc(S(N)(=O)=O)ccc1N=Cc1c(O)n(-c2ccccc2)c(=O)[nH]c1=O	3	0.4	101	20	-2	8	1	0.1	0	-1.8
7	COc1cc(/C=C/c2nc3ccccc3c(=O)n2-c2ccc(O)cc2)ccc1O	23	-0.5	135	13	66*	17	3	-0.3	7	-1.0
8	c1cc2c(cc1[C@H]1OC[C@H]3[C@@H]1CO[C@@H]3c1ccc3c(c1)OCO3)OCO2	1	4.0	98	-3	-5	7	1	-0.2	-2	0.1

no.	Structure	Granule exo inh	iPSC survival up	ABCB6 inh MLPCN	ABHD5-PLIN5 inh	H9c2 protect	MC4R antagonist	m5-HT2A agonist	aDG glyco up	Glyco luc inh	MC4R barr agon
9	Cn1c(O)c(/C=C2\C=c3ccccc3=NC2=O)c(=O)n(C)c1=O	-4	-0.4	97	-33	48	16	-2	0.1	1	0.7
10	COc1ccc(C(O)CNC(C)C)c(F)c1OC (configuration not stated)	5	-1.3	102	9	3	7	4	-0.1	2	-1.0
11	COc1ccc(C2=NCC(=O)N(CC(=O)NCc3ccco3)c3sc4c(c32)CCCC4)cc1OC	0	-4.5	99	9	4	7	2	-0.3	4	1.3
12	O=c1[nH]c(=O)n(-c2cccc3ccccc23)c(O)c1/C=N/N1CCCCC1	3	0.0	103	8	-2	8	-1	0.0	-1	-0.9
13	COc1ccc(NC(=O)N2CCC3(CC2)OCCO3)cc1	-5	0.8	105	-2	-2	28	-1	0.1	1	0.3
14	O=C(c1ccc(Cl)cc1)C1CCCN(Cc2ccon2)C1 (configuration not stated)	-13	-2.2	99	-3	2	0	-6	0.0	-3	-1.1
15	COc1ccccc1N1CCN(Cc2ccc(Br)cc2)CC1	-3	0.1	100	-6	-7	12	-10	0.0	-1	3.0
16	CC(C)CN1CCN(Cc2ccc(F)cc2Cl)CC1CCO (configuration not stated)	1	0.1	106	-4	-7	21	-3	-0.1	-1	-0.8

no.	Structure	Granule exo inh	iPSC survival up	ABCB6 inh MLPCN	ABHD5-PLIN5 inh	H9c2 protect	MC4R antagonist	m5-HT2A agonist	aDG glyco up	Glyco luc inh	MC4R barr agon
17	CNCCc1ccc(OC)c(OC)c1	3	-2.2	96	-5	-1	-2	8	0.2	1	-1.2
18	O=[N+]([O-])c1cccc(CN2CCN(Cc3ccc(Cl)cc3)CC2)c1	1	-1.5	91	6	2	11	-5	1.2	-1	-0.3
19	Cc1ccc(OCC(=O)N2CCN(C3CCC(c4ccccc4)CC3)CC2)cc1 (configuration not stated)	95*	-0.1	106	18	-1	7	2	0.1	-1	5.0
20	Cc1cccc(CNCCc2c[nH]c3ccccc23)c1	80*	-0.7	98	2	16	-4	33*	0.2	-2	2.3
21	Cc1ccc(N2C(=O)NC(=O)/C(=C\c3ccc(N4CCOCC4)cc3)C2=O)cc1	7	-2.2	94	17	1	-4	0	0.1	0	-0.3
22	Cc1cc(C(=O)CS(=O)(=O)c2ccc(F)cc2)cc(C)c1OC(=O)N(C)C	0	-0.5	104	4	-4	0	-1	-0.8	-7	-1.0
23	Cc1ccc(CN2CCC3CCC(C3)C2)c(O)c1 (configuration not stated)	-18	-2.4	101	-2	2	1	-5	0.1	-1	-2.4
24	CN(C)C1=NC(N(C)C)=NP(N(C)C)(N(C)C)=N1	2	-1.9	96	-4	0	-3	8	-0.1	.	-1.4

no.	Structure	Granule exo inh	iPSC survival up	ABCB6 inh MLPCN	ABHD5-PLIN5 inh	H9c2 protect	MC4R antagonist	m5-HT2A agonist	aDG glyco up	Glyco luc inh	MC4R barr agon
25	O=P(c1ccccc1)(c1ccccc1)N1CCCCC1	2	4.3	93	-1	-2	7	1	0.1	1	-2.0
26	CCOc1ccc(-n2c(O)c(N=Nc3ccc([N+](=O)[O-])cc3)c(=O)[nH]c2=O)cc1	4	1.0	102	-3	11	7	-3	0.2	4	-2.4
27	N#Cc1ccccc1Cn1cc(C(=O)C2CC2)c2ccccc21	-2	6.0	90	8	-6	1	-2	0.6	-1	1.1
28	COc1ccc(C(SCC(NC(=O)OCc2ccccc2)C(=O)O)c2ccc(OC)cc2)cc1 (configuration not stated)	-2	-0.6	106	0	3	4	4	-0.2	-1	0.4
29	COc1ccccc1OCCCn1cc(C(=O)C2CC2)c2ccccc21	1	0.1	96	0	6	20	-3	0.2	-1	4.3
30	CCCCN1C(=O)/C(=C/c2ccc(N(C)C)cc2)C(=O)N(Cc2ccco2)C1=O	-2	-2.2	107	3	8	8	1	-0.2	0	-2.2
31	COc1ccc(OC)c(C(c2c(O)c3ccccc3oc2=O)c2c(C)n(C)n(-c3ccccc3)c2=O)c1 (configuration not stated)	-2	-0.4	98	-9	-6	0	-1	-0.1	0	-0.9
32	CC(C)(C)C(=O)O[C@H]1CC[C@@]2(C)C(=CC(=O)C3C2CC[C@]2(C)C(=O)[C@H](O)CC32)C1 (some centres not stated)	-9	-2.7	100	12	-4	11	-4	0.1	-1	1.6

Sorted by formula weight (rising): some entries from above.
no.	Structure	Granule exo inh	iPSC survival up	ABCB6 inh MLPCN	ABHD5-PLIN5 inh	H9c2 protect	MC4R antagonist	m5-HT2A agonist	aDG glyco up	Glyco luc inh	MC4R barr agon
23	Cc1ccc(CN2CCC3CCC(C3)C2)c(O)c1 (configuration not stated)	-18	-2.4	101	-2	2	1	-5	0.1	-1	-2.4
27	N#Cc1ccccc1Cn1cc(C(=O)C2CC2)c2ccccc21	-2	6.0	90	8	-6	1	-2	0.6	-1	1.1
18	O=[N+]([O-])c1cccc(CN2CCN(Cc3ccc(Cl)cc3)CC2)c1	1	-1.5	91	6	2	11	-5	1.2	-1	-0.3
22	Cc1cc(C(=O)CS(=O)(=O)c2ccc(F)cc2)cc(C)c1OC(=O)N(C)C	0	-0.5	104	4	-4	0	-1	-0.8	-7	-1.0
6	Cc1cc(S(N)(=O)=O)ccc1N=Cc1c(O)n(-c2ccccc2)c(=O)[nH]c1=O	3	0.4	101	20	-2	8	1	0.1	0	-1.8
31	COc1ccc(OC)c(C(c2c(O)c3ccccc3oc2=O)c2c(C)n(C)n(-c3ccccc3)c2=O)c1 (configuration not stated)	-2	-0.4	98	-9	-6	0	-1	-0.1	0	-0.9

Next section
no.	Structure	Granule exo inh	iPSC survival up	ABCB6 inh MLPCN	ABHD5-PLIN5 inh	H9c2 protect	MC4R antagonist	m5-HT2A agonist	aDG glyco up	Glyco luc inh	MC4R barr agon
33	CCn1cc(C=C2C(=O)NC(=O)NC2=O)c2ccccc21	-13	0.1	101	5	9	-11	7	0.0	4	1.5
34	CC1(C)C2([N+](=O)[O-])CN3CN(C2)CC1([N+](=O)[O-])C3	-2	0.1	99	8	6	-9	0	0.2	1	1.3
35	Cc1cccc(-n2c(O)c(C=NC34CN5CN(CN(C5)C3)C4)c(=O)[nH]c2=O)c1	-1	-2.2	102	3	6	-6	3	-0.2	1	-2.9
36	CCCCCCN=C(CC)c1c(O)n(CCCC)c(=O)[nH]c1=O	-1	-2.5	92	-6	-15	9	1	1.3	-6	4.4
37	COC(=O)C1=C(c2ccccc2OCc2ccccc2)C[C@@H]2CC[C@H]1N2C(=O)NCc1cccc(F)c1	1	-0.8	99	2	6	6	-8	0.4	-7	-2.2
38	CC(=O)N1N=C(c2cccnc2)OC1c1ccccc1Cl (configuration not stated)	-7	-0.3	93	1	-3	5	-6	-0.1	-2	-0.4
39	COc1cc(C2c3cc(O)c(OC)cc3CC3C(=O)OCC32)ccc1O (configuration not stated)	3	0.7	92	-4	1	18	-6	0.1	2	-2.1
40	Cn1ccc(NC(=O)CCl)n1	-3	0.6	96	-1	-3	18	-2	0.2	0	0.5

no.	Structure	Granule exo inh	iPSC survival up	ABCB6 inh MLPCN	ABHD5-PLIN5 inh	H9c2 protect	MC4R antagonist	m5-HT2A agonist	aDG glyco up	Glyco luc inh	MC4R barr agon
41	CC#CP(=O)(OC)C(O)(CF)c1ccccc1 (configuration not stated)	7	0.3	107	-3	3	23	4	0.4	2	-1.7
42	O=c1[nH]c(=O)n(Cc2ccco2)c(O)c1/C=N/N1CCCCC1	-1	2.1	97	-1	0	-2	2	-0.1	1	-1.6
43	N#Cc1cc2c(nc1SCC(=O)Nc1cc(Cl)ccc1Cl)C1CCN2CC1	4	-4.1	96	2	9	6	2	1.0	-2	-0.6
44	CCOC(=O)C1(CCc2ccccc2)CCN(Cc2ccc(NC(C)=O)cc2)CC1	1	-0.4	95	-6	-1	2	-3	0.0	0	-0.5
45	Clc1cccc(C2NCc3ccccc3-n3cccc32)c1 (configuration not stated)	-2	-0.8	96	2	1	-3	0	0.1	-2	-2.2
46	CCCCn1nnnc1C(CC)N1CCC2(CC1)C(=O)NCN2c1ccccc1 (configuration not stated)	-4	0.6	97	0	0	.	-2	0.4	2	.
47	CC(C)n1c(O)c(C=NCc2cccnc2)c(=O)[nH]c1=S	1	-0.5	98	1	2	5	4	0.1	5	-1.8
